3T3 cytotox = Cytotoxic Profiling in NIH 3T3 Cell Line of Diverse Libraries Using Quantitative High-Throughput Screening; NIH 3T3 viability, CellTiter-Glo ATP luminescence, 48-72 h; Potency, µM (highest dose often 96.7 µM), for inactives: top-dose activity change, negative = cytotoxicity, hits mostly inhibitors; hit rate 4.3% among 94,000; AID 1345082, 2018; further: potency means the concentration at half of the fitted maximal effect; nearly all actives have a fitted effect of over 55% in size
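ATP-dependent luminescence (CellTiter-Glo) served as the viability signal for NIH 3T3 cells treated with compound for 48 or 72 hr at 37 °C.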
Luciferase inh = Firefly luciferase inhibition profiling of diverse chemical library using quantitative high-throughput screening | purified P. pyralis luciferase, luminescence, biochemical | Potency, µM (series often up to 115 µM), for the others: at the highest dose activity change, negative = inhibition, most hits filed as inhibitors | hit rate 2.5% among 76,000 | Luciferin 4-monooxygenase (Photinus pyralis), P08659; further: potency means the concentration at half of the fitted maximal effect; nearly all actives have a fitted effect of over 65% in size
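Purified 10nM P. pyralis luciferase with 10uM D-luciferin and 10uM ATP in 50mM Tris acetate pH 7.5, 10mM Mg acetate, 0.01% Tween-20, 0.05% BSA. qHTS titration; luminescence read by CCD imager.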
SNCA viab count = GF-AFC viability counterscreen for inhibitors of alpha-synuclein gene (SNCA) expression; HEK-293-SNCA-luc viability, GF-AFC fluorescence, 24 h; Potency, µM (series often up to 57.1 µM), for the others: at the highest dose activity change, negative = cytotoxicity, hits mostly cytotoxic; AID 1671193, 2021; hit rate 0.12% among 150,000;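 further: potency means the concentration at half of the fitted maximal effect; 0% = DMSO-treated cells and -100% = medium-only wells without cells; nearly all actives have a fitted effect of over 30% in size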
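Cytotoxicity counterscreen: after 24 h compound treatment of genome-edited SNCA-luciferase HEK-293 cells, live-cell protease substrate GF-AFC read by fluorescence after 30 min; activity scaled between DMSO (0%) and medium-only (-100%), curves Hill-fitted.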
SNCA expr inh = Primary qHTS assay for inhibitors of alpha-synuclein gene (SNCA) expression; Potency, µM (top dose mostly 57.2 µM), inactives show at the top dose activity change, negative = inhibition, hits mostly inhibitors; HEK-293 SNCA-luciferase knock-in, luminescence, 24 h; AID 1671194, 2021; hit rate 0.17% among 140,000;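 further: potency means the concentration at half of the fitted maximal effect; plate controls were DMSO cells for no effect and cell-free wells for full effect; nearly all actives have a fitted effect of over 45% in size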
GPT2 inh = Primary qHTS assay for inhibitors of Glutamate pyruvate transaminase 2 (GPT2) | hit rate 0.25% among 100,000 | Potency, µM (top dose mostly 57.7 µM), for inactives: at the top dose activity change, negative = inhibition, usual class: inhibitors | Alanine aminotransferase 2 (Homo sapiens), Q8TD30 | Recombinant GPT2, coupled pyruvate oxidase/HRP Amplex Red fluorescence; further: potency means the concentration at half of the fitted maximal effect; nearly all actives have a fitted effect of over 60% in size; many of its hits are not listed in these tables
Target sequence (Q8TD30 whole entry, looked up): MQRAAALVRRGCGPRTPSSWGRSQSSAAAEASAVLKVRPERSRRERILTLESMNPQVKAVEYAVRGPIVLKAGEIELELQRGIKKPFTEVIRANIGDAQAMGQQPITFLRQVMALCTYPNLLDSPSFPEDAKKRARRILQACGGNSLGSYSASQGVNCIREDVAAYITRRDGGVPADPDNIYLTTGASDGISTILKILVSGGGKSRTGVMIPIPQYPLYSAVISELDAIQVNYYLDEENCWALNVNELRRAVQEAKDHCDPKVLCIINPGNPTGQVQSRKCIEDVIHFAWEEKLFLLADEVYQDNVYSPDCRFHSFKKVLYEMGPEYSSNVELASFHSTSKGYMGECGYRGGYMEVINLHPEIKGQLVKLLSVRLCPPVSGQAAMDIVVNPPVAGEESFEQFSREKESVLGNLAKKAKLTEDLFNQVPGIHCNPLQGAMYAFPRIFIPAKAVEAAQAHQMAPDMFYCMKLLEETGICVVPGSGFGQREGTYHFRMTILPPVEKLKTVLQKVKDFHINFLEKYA
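Recombinant GPT2 (10ng/uL) with 250uM a-KG and 2mM L-alanine, 30 min at room temperature, in HEPES pH 7.5 buffer. Pyruvate detected by pyruvate oxidase/HRP/Amplex Red fluorescence after 30 min in the dark; AOA (50uM) as positive control.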
IP6K1 inh = Primary qHTS assay for small molecule inhibitors of Inositol hexaphosphate kinase 1 (IP6K1) | IP6K1 kinase, ADP-Glo luminescence, 2 h; stronger effect = lower value | Inositol hexakisphosphate kinase 1 (Homo sapiens), Q92551 | hit rate 0.81% among 140,000 | AID 1645851, 2021 | activity change, % (series mostly up to about 58 µM); in the data active means activity change below about -25%
Target sequence (Q92551 whole entry, looked up): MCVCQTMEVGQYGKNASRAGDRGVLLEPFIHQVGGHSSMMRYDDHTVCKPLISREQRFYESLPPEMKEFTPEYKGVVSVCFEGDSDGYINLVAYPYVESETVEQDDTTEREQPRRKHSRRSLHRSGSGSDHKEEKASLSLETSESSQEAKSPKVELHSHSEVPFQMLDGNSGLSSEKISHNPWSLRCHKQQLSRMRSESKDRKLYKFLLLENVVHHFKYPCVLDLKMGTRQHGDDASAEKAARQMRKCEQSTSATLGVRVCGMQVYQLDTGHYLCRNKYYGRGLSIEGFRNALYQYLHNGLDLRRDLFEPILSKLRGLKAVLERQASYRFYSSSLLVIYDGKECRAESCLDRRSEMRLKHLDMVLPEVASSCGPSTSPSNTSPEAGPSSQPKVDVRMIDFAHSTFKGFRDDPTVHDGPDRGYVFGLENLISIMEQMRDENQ
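ADP-Glo luminescence measures ADP made by human IP6K1 during a 2 h RT reaction with ATP/IP6 (mix at 1.3 mM/130 uM); top library doses 57.5 and 19.1 uM final.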
HEK cytotox = Cytotoxic Profiling in HEK 293 Cell Line of Diverse Libraries Using Quantitative High-Throughput Screening; AID 1345083, 2018; Potency, µM (doses to about 115 µM), inactives show at the highest dose activity change, negative = cytotoxicity, hits mostly inhibitors; hit rate 6.6% among 94,000; HEK 293 viability, ATP luminescence (CellTiter-Glo), 48-72 h; further: potency means the concentration at half of the fitted maximal effect; nearly all actives have a fitted effect of over 60% in size
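Cytotoxicity was scored by loss of ATP-coupled luminescence (CellTiter-Glo) in HEK 293 cells. Compound treatment ran 48 or 72 hr at 37 degree Celsius, 5% CO2, 95% humidity.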
The depositor's hits bear a star; i = inactive; ? = inconclusive; / = no result given; & = joins results of further samples; [ ] = another dose, or the depositor's remark. Unless noted, the call rests on the fitted dose curve; in most records, active means well fitted curve in the direction sought with a large enough effect; inconclusive means small, poorly fitted or top-dose-only effect, or another doubt; inactive means no such curve, though single readings can be large; an effect the other way counts as inactive or inconclusive. Unless noted, on the % scale 0 is the no-effect control and ±100 the full control effect. An excerpt, so the mix of outcomes need not match the whole.

SMILES | 3T3 cytotox | Luciferase inh | SNCA viab count | SNCA expr inh | GPT2 inh | IP6K1 inh | HEK cytotox
Cc1noc(C)c1Cc1c(C(=O)N2CCC(c3nc(C(=O)N4CCOCC4)c(C)o3)CC2)noc1C | -11% | / | -3% | -29% | 3% | 7 | -17%
O=C(c1ccccc1)N1CCCN(c2cc(-c3ccc(Cl)cc3)[nH]n2)CC1 | ? | 2% | -4% | -10% | -16% | -9 | ?
C=CCNC(=O)c1cnn2c1CN(C(=O)OC)CC2 | i | / | -1%[87.6 µM] | 5%[87.6 µM] | -12%[88.5 µM] | 6 | -22%[172 µM]
Cc1cccc(CCNC(=O)C2N(C(C)C)C(=O)C23CCCC3)c1 (stereo not drawn) | -1% | -4% | -1% | 0% | i | 2 | i
O=C1CCCCC(C(=O)N2CC=C(c3ccccc3)CC2)N1 (stereo not drawn) | 5% | 0% | 7% | -20% | i | 18 | 3%
CN1CCCC2(Cc3ccccc3CN(C(=O)Cc3ccccc3)C2)C1 (stereo not drawn) | i | / | 1% | -14% | ? | 10 | -1%
CC(=O)NC1CCN(Cc2cccc(-c3ccc(F)cc3F)c2)CC1 | ? | / | / | / | / | 10&18 | ?
COc1ccc(-c2ccc3c(c2)C(=O)N2CCN(C(=O)c4ccccc4)C[C@@H]2C(=O)N3)cc1 | ? | ? | 0% | 2% | ? | -2 | ?
COc1cccc(N2C(=O)NC(=NC3CCCCC3)C23CCN([S+](=O)([O-])c2cccc(C(F)(F)F)c2)CC3)c1 | -19% | / | 8% | 25% | i | 1 | -27%
CCOc1ccc(CCNC(=O)c2ccc(CS(=O)Cc3cccc(Cl)c3)o2)cc1 (stereo not drawn) | / | / | -13% | -3% | / | 18 | /
CC(C)C(=O)N1CC(c2nnc(-c3ccncc3)o2)C2(CCOCC2)C1 (stereo not drawn) | -8% | -5% | 5% | 21% | ? | 22 | 3%
COCCOC1CN(C2CCN(Cc3ccncc3)CC2)C12CCCCC2 (stereo not drawn) | -15% | 7% | 1% | -2% | ? | -5 | -6%
CN(C)[C@@H]1[C@@H](NC(=O)CCn2cnc3ccccc3c2=O)[C@H]2CCO[C@H]21 | i | -3% | -1% | 16% | 3% | 1 | i
COCCOC(=O)C1=C(C)N=C2SC=C(CC(=O)N3CCCCC3C)N2C1c1ccccc1 (stereo not drawn) | -16% | -7% | 8% | 21% | 1% | 21 | 35µM*
O=C1C(N2CCN(S(=O)(=O)c3cccs3)CC2)CCN1Cc1cccnc1 (stereo not drawn) | -3% | 4% | -2% | -3% | i | -5 | -30%
NC(Cc1ccccc1)C(=O)N1CCN(c2ccccn2)CC1 (stereo not drawn) | -4% | -5% | -26% | -23% | i | -2 | -27%
CCC(C(=O)Nc1cccc(Cl)c1C)n1nc(C)c2sc3ccccc3c2c1=O (stereo not drawn) | / | / | 1% | -8% | / | -1 | /
Cc1ncoc1C(=O)N1CCC(c2noc(-c3cnccn3)n2)C1 (stereo not drawn) | i | 14% | 3% | -10% | i | -6 | 5%
Cc1ccc(C(=O)Nc2sc3c(c2C(=O)NCc2ccco2)CCC(C(C)(C)C)C3)cc1 (stereo not drawn) | / | / | -18% | -27% | / | -12 | /
O=C(NC1CCCCC1)c1nc2cccnc2n(Cc2ccccc2)c1=O | ? | / | -9% | 116%[activator] | 2% | 12 | ?
CC/C=C/C=C/C1(C)OC(CC(CO)OC)=CC1=O (stereo not drawn) | / | / | -5% | / | -10% | -1 | /
COCc1nc(C2CCCN(C(=O)CC3CCCCC3)C2)no1 (stereo not drawn) | -7% | -8% | 9%[12.5 µM] | ? | 2% | 18 | -25%
O=C(N1CCC(n2cc(-c3nc(-c4ccccc4)no3)nn2)C1)C1(c2ccccc2)CC1 (stereo not drawn) | ? | ? | 2% | -4% | 3% | -11 | ?
CCCCCOc1ccc(NC(=O)Cn2c(-c3cncs3)nc3ccccc32)cc1 | / | / | -15% | -5% | / | 9 | /
CCN(CC)C(=O)c1cc2c(n1C)CCN(Cc1ccc(F)cc1)C2 | 4% | -12% | -2% | 20% | 3% | -2 | -8%
O=C(NCC(c1cccnc1)N1CCc2ccccc21)c1cccc(F)c1 (stereo not drawn) | / | / | -11% | 26% | / | -2 | /
CCOC(=O)c1cccc(NC(=O)CSc2ncc3c(n2)-c2ccc(Cl)cc2N(Cc2ccccc2)S3(=O)=O)c1 | / | / | ? | 27% | / | -11 | /
Cc1ccc(NC(=O)C2CCN(C(=O)c3ncn4c3COC(c3ccc(F)cc3)C4)CC2)c(Cl)c1 (stereo not drawn) | 0% | 25µM* | -11% | 30% | -22% | 0 | 0%
O=C(NC[C@H]1O[C@@H](CC(=O)N2CCN(c3ccccn3)CC2)[C@H](O)[C@@H]1O)Nc1cccc(F)c1 | i | 8% | -2% | ? | 1% | -4 | -6%
COCCNC(=O)[C@H]1C[C@H](Oc2cccnc2)CN1S(=O)(=O)c1ccccc1 | -9% | 6% | -1% | -2% | i | 4 | -15%
Cc1nn(Cc2ccccc2)c(C)c1[C@@H]1C=C[C@@H](NC(=O)CCCC(=O)O)C1 | 3%[138 µM] | -4%[172 µM] | -2%[87.6 µM] | 10%[87.6 µM] | i | 8 | 1%[172 µM]
CCc1nn2c(=O)cc(COC(=O)C3CCCCC3)nc2s1 | / | / | -5% | 27% | / | -13 | /
O=C(Nc1ccc(F)cc1)c1cnn2ncccc12 | -26%[138 µM] | ? | -8%[87.6 µM] | 118%[activator][87.6 µM] | -1%[88.5 µM] | 7 | ?
CCn1cc(C(=O)N2CCN(c3cccc(Cl)c3)CC2)c(=O)c2cc(S(=O)(=O)N3CCCCC3)ccc21 | / | / | -13% | 31%[activator] | / | 3 | /
CC[C@@H]1[C@@H](NC(=O)c2ccc(N3CCN(C)CC3)cc2)[C@@H]2CCO[C@H]12 | -7% | -8% | 6% | 7% | i | 13 | -5%
Cc1cccc(NC(=O)CSc2nc3c([nH]c4ccccc43)c(=O)n2-c2cc(C)cc(C)c2)c1 | / | / | 3% | 35% | / | -5 | /

Eight compounds out of the list, sorted by molecular weight, rising:
SMILES | 3T3 cytotox | Luciferase inh | SNCA viab count | SNCA expr inh | GPT2 inh | IP6K1 inh | HEK cytotox
CCc1nn2c(=O)cc(COC(=O)C3CCCCC3)nc2s1 | / | / | -5% | 27% | / | -13 | /
CCN(CC)C(=O)c1cc2c(n1C)CCN(Cc1ccc(F)cc1)C2 | 4% | -12% | -2% | 20% | 3% | -2 | -8%
O=C(NCC(c1cccnc1)N1CCc2ccccc21)c1cccc(F)c1 (stereo not drawn) | / | / | -11% | 26% | / | -2 | /
Cc1nn(Cc2ccccc2)c(C)c1[C@@H]1C=C[C@@H](NC(=O)CCCC(=O)O)C1 | 3%[138 µM] | -4%[172 µM] | -2%[87.6 µM] | 10%[87.6 µM] | i | 8 | 1%[172 µM]
COCCNC(=O)[C@H]1C[C@H](Oc2cccnc2)CN1S(=O)(=O)c1ccccc1 | -9% | 6% | -1% | -2% | i | 4 | -15%
O=C(NC[C@H]1O[C@@H](CC(=O)N2CCN(c3ccccn3)CC2)[C@H](O)[C@@H]1O)Nc1cccc(F)c1 | i | 8% | -2% | ? | 1% | -4 | -6%
CCn1cc(C(=O)N2CCN(c3cccc(Cl)c3)CC2)c(=O)c2cc(S(=O)(=O)N3CCCCC3)ccc21 | / | / | -13% | 31%[activator] | / | 3 | /
CCOC(=O)c1cccc(NC(=O)CSc2ncc3c(n2)-c2ccc(Cl)cc2N(Cc2ccccc2)S3(=O)=O)c1 | / | / | ? | 27% | / | -11 | /

(more compounds)
SMILES | 3T3 cytotox | Luciferase inh | SNCA viab count | SNCA expr inh | GPT2 inh | IP6K1 inh | HEK cytotox
CC1=C[C@@H](CNC(=O)c2ccccc2)[C@H](C(C)C)C[C@H]1CC(=O)NCc1cccnc1 | ? | -1%[172 µM] | -7%[87.6 µM] | -24%[87.6 µM] | 1%[88.5 µM] | 4 | ?
CCc1ccccc1NC(=O)N1c2ccccc2CC1c1nc(C2CC2)no1 (stereo not drawn) | ? | -3% | -18% | 1% | i | 14 | ?
CCn1cc(S(=O)(=O)c2ccccc2)c(=O)c2cc(C)ccc21 | / | / | 3% | -1% | / | -7 | /
COc1ccccc1C(=O)Nc1cc(-c2cccc(Br)c2)nn1-c1ccccc1 | / | / | 4% | 11% | / | -19 | /
c1ccc(C2=NOC3(CCN(C4COC4)CC3)C2)cc1 | i | / | 1%[87.6 µM] | 2%[87.6 µM] | 1%[88.5 µM] | 8 | 3%[172 µM]
COc1ccc(CCNC(=O)c2ccc3nc(Cc4ccccc4)oc3c2)cc1OC | / | / | 17% | 34%[activator] | / | 30 | /
CN1C[C@@H](NC(=O)Nc2ccc(F)cc2)C[C@H]1c1nc(-c2ccccn2)no1 | -23%[174 µM] | -11%[172 µM] | 2%[87.6 µM] | 22%[87.6 µM] | -8%[88.5 µM] | -5 | -28%[172 µM]
CCN1C(=O)CCN(C(=O)CCC2CCCC2)CC12CCOCC2 | -2% | 6% | -16% | 1% | -7% | -3 | 0%
CCOC(=O)c1cc(-c2ccccc2)n(CCC(=O)Nc2cc(OCC)ccc2OCC)c1C | / | / | 4% | 12% | / | -6 | /
COc1cc(Cl)ccc1C(=O)N1CCC[C@H]1c1nc(-c2ccccc2)no1 | ? | 12% | -6% | -26% | 3% | -1 | ?
CC(C)CN1C(=O)CO[C@H](c2ccc(NC(=O)COc3ccccc3)cc2)[C@H]1CO | ? | 4%[172 µM] | 5%[87.6 µM] | -11%[87.6 µM] | 1%[88.5 µM] | 7 | ?
O=C(CCSCc1cccc(F)c1)NCc1ccccc1 | / | / | 16% | -22% | / | 16 | /
Cc1ccc(CSc2nc3ccc(NC(=O)C(C)C)cc3s2)cc1 | / | / | 27% | 16% | / | -7 | /
O=C(OCc1cc(=O)n2nc(-c3cccs3)sc2n1)c1cccc(F)c1 | / | / | 9% | 7% | / | 39 | /
COC(=O)c1cc(S(=O)(=O)N2CCN(c3ccc(OC)cc3)CC2)c[nH]1 | / | / | 8% | 32%[activator] | / | 26 | /
COc1ccc(C(=O)Nc2ccc(N3CCN(c4ccccc4)CC3)c(C(=O)O)c2)cc1 | / | / | -2% | 64%[activator] | / | -14 | /
CCN1CCN(C(=O)c2cn3cc(-c4ccc(OC)cc4)sc3n2)CC1 | ? | / | -9% | -4% | i | -4 | ?

Screening data (PubChem)
